Epigenetic reg: derepresses silenced GFP reporter in murine cells. murine LDR cells, GFP reporter derepression, 30 h. Potency, µM (series often up to 53.9 µM), for inactives: at the top dose GFP activation, actives largely listed as activators. hit rate 0.2% among 280,000; further: potency means the concentration at half of the fitted maximal effect; % of control where 0% means no effect; nearly all actives have a fitted effect of over 60% in size
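Readout is the number of GFP-expressing murine LDR cells, counted by cytometry following washing. Cells were treated with compound for 30 h at 37 C; the stably integrated CMV-GFP locus is normally silent.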
IMPase Li inh: IMPase inhibition in cells with lithium potentiation; CHO-M1 cells, IP1 TR-FRET (IP-One), carbachol + lithium; Potency, µM (highest dose often 59.4 µM), for the others: at the top dose activity, negative = IMPase inhibition, actives largely listed as inhibitors; hit rate 0.35% among 210,000;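 further: IP1 builds up when IMPase is blocked and the TR-FRET signal falls; potency means the concentration at half of the fitted maximal effect; plate controls were basal vehicle for no effect and high inhibitor control for full effect; nearly all actives have a fitted effect of over 50% in size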
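Concentration–response in CHO-M1 cells, lithium-potentiated; 30 min at 37C. IP1 detected by competitive TR-FRET after 10 min lysis at RT. Hill-fitted AC50.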
CBFb RUNX1 block: CBF-beta/RUNX1 interaction disruption; Q01196+Q13951; 230,000 tested, under 10 active; Potency, µM (top dose mostly 59.8 µM), without a hit: at the top dose activity, negative = inhibition, actives largely listed as inhibitors; AlphaScreen CBFb-His/RUNX1-biotin binding, biochemical; further: % of control where 0% means no effect
Target sequence (Q01196 whole entry, looked up): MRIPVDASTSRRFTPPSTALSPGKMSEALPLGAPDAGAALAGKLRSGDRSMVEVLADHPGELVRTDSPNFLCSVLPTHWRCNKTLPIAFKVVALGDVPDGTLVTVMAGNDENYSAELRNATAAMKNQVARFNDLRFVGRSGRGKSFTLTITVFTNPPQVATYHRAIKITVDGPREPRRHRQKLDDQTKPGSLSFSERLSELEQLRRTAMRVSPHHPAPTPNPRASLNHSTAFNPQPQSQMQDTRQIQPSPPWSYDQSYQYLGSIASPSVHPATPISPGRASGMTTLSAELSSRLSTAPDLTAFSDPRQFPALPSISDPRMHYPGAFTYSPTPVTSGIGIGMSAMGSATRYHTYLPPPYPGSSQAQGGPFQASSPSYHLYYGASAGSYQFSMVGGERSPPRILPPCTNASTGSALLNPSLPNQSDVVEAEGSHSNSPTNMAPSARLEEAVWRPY
Target sequence (Q13951 whole entry, looked up): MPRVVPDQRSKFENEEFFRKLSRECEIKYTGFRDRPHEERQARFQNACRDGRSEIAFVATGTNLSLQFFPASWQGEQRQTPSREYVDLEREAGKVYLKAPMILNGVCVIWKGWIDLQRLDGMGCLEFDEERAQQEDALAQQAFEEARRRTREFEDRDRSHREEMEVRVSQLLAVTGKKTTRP
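Proteins preincubated together for 20 min at RT before compound addition; 15 min later, nickel and streptavidin beads were added and left 90 min prior to AlphaScreen measurement.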
GLA spleen mod: inhibitors or activators of human alpha-galactosidase in spleen homogenate. human spleen homogenate, 4MU-alpha-Gal fluorescence, 40 min. Potency, µM (highest dose often 80 µM), without a hit: top-dose activity change, negative = inhibition, usual class: inhibitors. hit rate 0.008% among 240,000. AID 2107;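 further: potency means the concentration at half of the fitted maximal effect; 0% = enzyme with vehicle and -100% = no enzyme basal signal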
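Spleen homogenate 1 ug + cpd (titration) + 4-MU-alpha-D-galactopyranoside 1 mM; 37C 40 min; 50 mM citrate/phosphate pH 5.0, 0.01% Tween-20; stop pH 10; fluorescence 365/440; AC50 via Hill.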
NPSR antagonist: blocks cAMP signaling of the human neuropeptide S receptor; Q6W5P4; hit rate 1% among 220,000; Potency, µM (titrated, usually from 38.3 µM), for the others: at the highest dose activity change, negative = inhibition, most hits filed as inhibitors; CHO-NPSR cells, cAMP TR-FRET, antagonist mode; further: potency means the concentration at half of the fitted maximal effect; on the % scale 0 is the no-effect control and ±100 the full control effect; nearly all actives have a fitted effect of over 50% in size; many of its hits are not listed in these tables
Target sequence (Q6W5P4 whole entry, looked up): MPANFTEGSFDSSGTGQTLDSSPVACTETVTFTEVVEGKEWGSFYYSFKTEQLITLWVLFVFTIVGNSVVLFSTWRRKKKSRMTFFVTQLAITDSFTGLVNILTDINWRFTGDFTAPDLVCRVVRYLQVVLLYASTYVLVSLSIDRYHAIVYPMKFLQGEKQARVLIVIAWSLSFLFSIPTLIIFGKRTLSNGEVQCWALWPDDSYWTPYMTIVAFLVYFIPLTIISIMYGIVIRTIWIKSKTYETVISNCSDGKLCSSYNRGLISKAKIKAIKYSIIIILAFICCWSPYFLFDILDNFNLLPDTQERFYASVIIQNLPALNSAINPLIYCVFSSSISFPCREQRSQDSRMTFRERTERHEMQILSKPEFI
LMNA splice mod: modulators of lamin A splicing; HeLa LMNA splicing GFP/RFP minigene ratio, 48 h; hit rate 0.01% among 200,000; Potency, µM (top dose mostly 46.1 µM), inactives show at the highest dose ratio change, negative = inhibition, hits mostly inhibitors; active means well fitted inhibition curve with a large enough effect in the signal ratio, with a control signal flat, not every such curve was filed as active; inconclusive means small, poorly fitted or top-dose-only effect, or effect the other way, or a change in a side signal; the % refers to the signal ratio; further: potency means the concentration at half of the fitted maximal effect; on the % scale 0 is the no-effect control and ±100 the full control effect
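S3 HeLa cells stably expressing lamin A-EGFP splicing minigene plus DsRed2, 600 cells/well, 48 h compound exposure at 37C. Laser-scanning cytometry; analysed as GFP (500-530 nm)/RFP (575-640 nm) total intensity ratio; 0.5% DMSO vehicle.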
Luc counter: Kinase-Glo luciferase inhibition (counter-screen). hit rate 0.28% among 200,000. Kinase-Glo luciferase, ATP luminescence, 8 min. Potency, µM (series often up to 38.3 µM), inactives show at the highest dose activity change, negative = inhibition, usual class: inhibitors; further: potency means the concentration at half of the fitted maximal effect; on the % scale 0 is the no-effect control and ±100 the full control effect; nearly all actives have a fitted effect of over 60% in size
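Recombinant Kinase-Glo luciferase, 10 uM ATP (linear range), luciferin; imidazole pH 7.2 / KCl / MgCl2 / Tween / BSA buffer; 8 min RT; luminescence.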
* = called active by the depositor; [ ] = dose if it differs, or a comment. Unless noted, the call rests on the fitted dose curve; in most records, active means well fitted curve in the direction sought with a large enough effect; inconclusive means small, poorly fitted or top-dose-only effect, or another doubt; inactive means no such curve, though single readings can be large; an effect the other way counts as inactive or inconclusive. Some of the compounds tested (hit frequency here may not be typical).

For O=C(CSc1nncn1-c1ccccc1)NC1CCCCC1 the results were Epigenetic reg 0.2%, IMPase Li inh 1%, CBFb RUNX1 block 4%, GLA spleen mod -6%, NPSR antagonist 5%, LMNA splice mod -4%[9.22 µM] and Luc counter 1%.
`O=C(c1ccccc1[N+](=O)[O-])n1cnc2ccccc21` gave Epigenetic reg 12%, IMPase Li inh 1%, CBFb RUNX1 block 3%, GLA spleen mod 1%, NPSR antagonist 22%, LMNA splice mod 6%[46 µM] and Luc counter 4%.
Screening O=S(=O)(c1ccc(Cl)cc1)N(CCCN1CCOCC1)Cc1cccs1 returned Epigenetic reg -2.0%, IMPase Li inh 6%, CBFb RUNX1 block -9%, GLA spleen mod 5%, NPSR antagonist -11% and Luc counter 2%.
For CCOc1ccc(C(=O)Nc2ccc3c(c2)OCO3)cc1OCC the results were Epigenetic reg 0.9%, IMPase Li inh -7%[38.3 µM], CBFb RUNX1 block 1%, GLA spleen mod -9%, NPSR antagonist -12%[46.1 µM], LMNA splice mod -6% and Luc counter 4%.
Screening Cc1ccc(NCN2C(=O)c3ccccc3C2=O)c(C)c1 returned Epigenetic reg -0.6%, IMPase Li inh 15%[38.3 µM], CBFb RUNX1 block 9%, GLA spleen mod 7%, NPSR antagonist 10%[46.1 µM], LMNA splice mod -3% and Luc counter -2%.
CCNC(=S)N/N=C/c1ccc(OCC(=O)Nc2ccc(C)cc2)cc1 was read as Epigenetic reg 1.1%, IMPase Li inh 28%[38.3 µM], CBFb RUNX1 block -1%, GLA spleen mod -7%, NPSR antagonist -12%[46.1 µM], LMNA splice mod -2% and Luc counter -2%.
Screening COC(=O)C1(O)CC(C(C)C)=NN1C(=O)c1ccc(Cl)cc1 (centres undefined) returned Epigenetic reg -2.1%, IMPase Li inh -3%[38.3 µM], CBFb RUNX1 block 7%, GLA spleen mod -12%, NPSR antagonist 0%[46.1 µM], LMNA splice mod 10% and Luc counter -4%.
`O=C(NCc1cccs1)C1CCN(c2ccc(S(=O)(=O)N3CCOCC3)cc2Cl)CC1` gave Epigenetic reg 1.2%, IMPase Li inh 13%[38.3 µM], CBFb RUNX1 block -3%, GLA spleen mod -7%, NPSR antagonist inconclusive, LMNA splice mod inconclusive and Luc counter 3%.
CCOCC(=O)Nc1nnc(COCC)s1 was read as Epigenetic reg -1.1%, IMPase Li inh 14%[38.3 µM], CBFb RUNX1 block 3%, GLA spleen mod -10%, NPSR antagonist -3%[46.1 µM], LMNA splice mod -4% and Luc counter 4%.
For Cc1cc(Cl)ccc1OCCCC(=O)NN the results were Epigenetic reg -0.4%, IMPase Li inh -5%, CBFb RUNX1 block -5%, GLA spleen mod -4%, NPSR antagonist 1%, LMNA splice mod -21%[46 µM] and Luc counter 0%.
CCOC(=O)C1CCN(C(=O)c2ccccc2NC(=O)c2ccc(Cl)cc2)CC1 was read as Epigenetic reg -2.5%, IMPase Li inh -2%, CBFb RUNX1 block 6%, GLA spleen mod -12%, NPSR antagonist 8%, LMNA splice mod 12% and Luc counter 2%.
`COc1ccc(-c2nn3c(-c4ccccc4)nnc3s2)cc1OC` gave Epigenetic reg -3.9%, IMPase Li inh 6%[38.3 µM], CBFb RUNX1 block -3%, GLA spleen mod -6%, NPSR antagonist inconclusive, LMNA splice mod inconclusive and Luc counter -3%.
`COc1ccc(-c2nc3cc(NC(=O)Cc4ccc(OC)c(OC)c4)ccc3o2)cc1` gave Epigenetic reg -13%, IMPase Li inh -16%[38.3 µM], CBFb RUNX1 block 9%, GLA spleen mod 3%, NPSR antagonist -5%[46.1 µM], LMNA splice mod inconclusive and Luc counter 4%.
Screening Cc1nnc(C)n1/N=C/c1ccc(O)cc1 returned Epigenetic reg 1.0%, IMPase Li inh -12%[38.3 µM], CBFb RUNX1 block 1%, GLA spleen mod -8%, NPSR antagonist -1%[46.1 µM], LMNA splice mod -3% and Luc counter 1%.
Cc1ccc(-c2csc(Nc3ccc(S(N)(=O)=O)cc3)n2)o1 was read as Epigenetic reg -1.9%, IMPase Li inh 10%, CBFb RUNX1 block -15%, GLA spleen mod 1%, NPSR antagonist -12%, LMNA splice mod 30%[46 µM] and Luc counter 1%.
`CCn1c2c(c(C)cc1=O)C(=O)CC(C)(C)C2` gave Epigenetic reg -0.7%, IMPase Li inh 0%, CBFb RUNX1 block -5%, GLA spleen mod 6%, NPSR antagonist 11%, LMNA splice mod 4% and Luc counter -1%.
`CCN(CC)C(=O)CSc1nc(O)c(Cc2ccccc2)c(=O)n1-c1ccccc1C` gave Epigenetic reg -0.3%, CBFb RUNX1 block 4%, GLA spleen mod -6% and NPSR antagonist 5%[7.67 µM].
`O=C(O)c1cc(S(=O)(=O)N2CCOCC2)c(Sc2ccccn2)cc1Sc1ccccn1` gave Epigenetic reg -2.8%, IMPase Li inh 6%[38.3 µM], CBFb RUNX1 block 9%, GLA spleen mod -1%, NPSR antagonist 9%[46.1 µM], LMNA splice mod 3% and Luc counter 3%.
Cc1cc(N2CCOCC2)ccc1/C=C1\SC(=O)N(C(C)C)C1=O was read as Epigenetic reg 11%, IMPase Li inh 11%[38.3 µM], CBFb RUNX1 block 2%, GLA spleen mod 7%, NPSR antagonist -18%[46.1 µM], LMNA splice mod -3% and Luc counter -7%.
`CC1(C)C[C@](C)(C(=O)c2ccccc2)C=C1c1ccccc1` gave Epigenetic reg 0.0%, IMPase Li inh 18%, CBFb RUNX1 block 24%, GLA spleen mod 9% and Luc counter 1%.
`Cn1cc(-c2nc3cnc(OCc4ccccc4)nc3n(CCC#N)c2=O)c2ccccc21` gave IMPase Li inh 4%, GLA spleen mod 15% and LMNA splice mod inconclusive.
Screening CCCOc1ccc(N2C(=O)CC(N3CCN(c4ccccc4F)CC3)C2=O)cc1 (centres undefined) returned Epigenetic reg 0.8%, IMPase Li inh 3%[38.3 µM], CBFb RUNX1 block -2%, GLA spleen mod -5%, NPSR antagonist -17%[46.1 µM], LMNA splice mod 2% and Luc counter 1%.
Cc1cc(-c2ccccc2)c2c(n1)sc1c(O)cc(=O)[nH]c12 was read as Epigenetic reg 0.0%, CBFb RUNX1 block 11%, GLA spleen mod 1% and NPSR antagonist -17%.
`CCn1c(COc2ccccc2Cl)nnc1SCC(=O)Nc1ncccc1C` gave Epigenetic reg 0.0%, IMPase Li inh 0%, CBFb RUNX1 block 9%, GLA spleen mod 9%, NPSR antagonist -7%[46.1 µM], LMNA splice mod 2% and Luc counter 1%.
Screening C=CCc1cccc(C2NC(C(=O)O)CCC2C)c1 (centres undefined) returned Epigenetic reg 5.7%[10.1 µM], CBFb RUNX1 block 9%[13.1 µM] and GLA spleen mod -16%[17.5 µM].
Screening Cc1ccc(C(=O)NC(C)c2ccc3c(c2)OCO3)s1 (centres undefined) returned Epigenetic reg -1.2%, IMPase Li inh -4%, CBFb RUNX1 block 17%, GLA spleen mod 2%, NPSR antagonist -1% and Luc counter 3%.
For CC(=O)N[C@@H](Cc1c[nH]c2ccccc12)C(=O)OCC(=O)Nc1ccc(Cl)c(S(=O)(=O)N(C)C)c1 the results were Epigenetic reg -4.8%, IMPase Li inh 7%, CBFb RUNX1 block 9%, GLA spleen mod -3%, NPSR antagonist -21%, LMNA splice mod -27%[46 µM] and Luc counter 3%.
Cc1cccc(C)c1NC(=O)C(c1ccc([N+](=O)[O-])cc1)N1CCCCC1 (centres undefined) was read as Epigenetic reg 0.9%, IMPase Li inh 12%[38.3 µM], CBFb RUNX1 block -5%, GLA spleen mod 2%, NPSR antagonist -14%[46.1 µM], LMNA splice mod 0% and Luc counter -2%.
COCCCNC(=O)CCN1C(=O)COc2ccccc21 was read as Epigenetic reg -0.9%, IMPase Li inh 5%[38.3 µM], CBFb RUNX1 block -2%, GLA spleen mod -2%, NPSR antagonist -5%[46.1 µM], LMNA splice mod 2%[0.0737 µM] and Luc counter -2%.
`O=C(NCc1ccccc1)C(=O)NCC1COc2ccccc2O1` (centres undefined) gave Epigenetic reg 0.2%, IMPase Li inh -5%, CBFb RUNX1 block 1%, GLA spleen mod 3%, NPSR antagonist 21%[46.1 µM], LMNA splice mod inconclusive and Luc counter -1%.
For Cc1cc(NC(=O)C2C3C(=O)N(Cc4ccc(Cl)cc4)C(C(=O)NC4CCCCC4)C34C=CC2(C)O4)no1 (centres undefined) the results were Epigenetic reg -0.9%, IMPase Li inh -5%[38.3 µM], CBFb RUNX1 block 0%, GLA spleen mod 6%, NPSR antagonist -19%[46.1 µM], LMNA splice mod -11% and Luc counter -3%.
`O=S(=O)(c1ccc2ccccc2c1)N1CCN(Cc2ccccn2)CC1` gave Epigenetic reg 4.4%, IMPase Li inh -7%, CBFb RUNX1 block -3%, GLA spleen mod 16%, NPSR antagonist 18% and Luc counter 1%.
Screening CCOC(=O)Nc1ccc(=O)n(Cc2c(Cl)cccc2Cl)c1 returned Epigenetic reg -0.9%, IMPase Li inh -3%[38.3 µM], CBFb RUNX1 block 6%, GLA spleen mod -9%, NPSR antagonist -20%[46.1 µM], LMNA splice mod -6% and Luc counter 0%.
O=C(NNS(=O)(=O)c1ccccc1)c1sccc1-n1cccc1 was read as Epigenetic reg 1.3%, IMPase Li inh -4%[38.3 µM], CBFb RUNX1 block -2%, GLA spleen mod 11%, NPSR antagonist -14%[46.1 µM], LMNA splice mod 4% and Luc counter -5%.
Screening Cc1cc(N2CCOCC2)nc2ccc(NC(=O)C3CCC(C)CC3)cc12 (centres undefined) returned Epigenetic reg -1.0%, IMPase Li inh inconclusive, CBFb RUNX1 block 4%, GLA spleen mod 9%, NPSR antagonist 1%[46.1 µM], LMNA splice mod -6% and Luc counter -1%.
`COc1ccc(C(=O)Nc2ccc(S(=O)(=O)N3CCOCC3)cc2)cc1OC` gave Epigenetic reg 0.0%, IMPase Li inh -7%[38.3 µM], CBFb RUNX1 block 4%, GLA spleen mod 4%, NPSR antagonist 1%[46.1 µM], LMNA splice mod 15% and Luc counter 2%.
`COc1ccccc1C1=NOC(COC(=O)c2ccc(Br)cc2)C1` (centres undefined) gave Epigenetic reg 11%, IMPase Li inh -2%, CBFb RUNX1 block inconclusive, GLA spleen mod -1%, NPSR antagonist 5%, LMNA splice mod -2% and Luc counter -2%.
C=CCc1ccccc1OCC(=O)N/N=C/c1ccccc1OCC was read as Epigenetic reg inconclusive, IMPase Li inh 11%, CBFb RUNX1 block -5%, GLA spleen mod -8%, NPSR antagonist -51%, LMNA splice mod -2% and Luc counter 2%.

Retrieved by structure from the list above:
`O=S(=O)(c1ccc2ccccc2c1)N1CCN(Cc2ccccn2)CC1` gave Epigenetic reg 4.4%, IMPase Li inh -7%, CBFb RUNX1 block -3%, GLA spleen mod 16%, NPSR antagonist 18% and Luc counter 1%.
Screening Cc1cc(N2CCOCC2)nc2ccc(NC(=O)C3CCC(C)CC3)cc12 (centres undefined) returned Epigenetic reg -1.0%, IMPase Li inh inconclusive, CBFb RUNX1 block 4%, GLA spleen mod 9%, NPSR antagonist 1%[46.1 µM], LMNA splice mod -6% and Luc counter -1%.

High-throughput results from PubChem BioAssay.
